S aureus QS inh – S. aureus quorum sensing inhibitors, primary screen, RNAIII-GFP reporter, flow cytometry | S. aureus RN6390 RNAIII-GFP reporter, AIP-induced, flow cytometry 3 h | inhibition, % at 2 µM | actives 0.3% (n = 24,000) | AID 527, 2006;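 active means share of bacteria positive for the green fluorescent reporter and its mean brightness both inhibited by 50% or more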;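 further: 0% = AIP-stimulated control and 100% = unstimulated bacteria without AIP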
S aureus QS inh GFP MFI % – further read-out of S aureus QS inh, marked with its call; inhibition, %; measured here: inhibition of GFP MFI
Numbers without * were called inactive. A portion of the library; the hit share may differ from the screen's.

structure,S aureus QS inh,S aureus QS inh GFP MFI %
CCc1ccc(N2CC34C=CC(O3)C(C(=O)OC)C4C2=O)cc1 (stereo unspecified),0,8
CCOc1ccc(NC(=O)C2CCN(S(=O)(=O)c3c(C)n[nH]c3C)CC2)cc1,1,8
COC(=O)c1ccc2c(=O)n(C3CCCCC3)c(SCC#N)nc2c1,-5,-22
CCC(C)[C@@H](C(=O)Nc1ccc2c(c1)OCO2)N1Cc2ccccc2C1=O (stereo partly specified),4,31
O=C(Nc1cccc(NC(=O)c2ccc(-c3cccc(Br)c3)o2)c1)c1ccco1,-2,-2
CCOC(=O)N1CCN(c2cc(=O)n(-c3cccc(Br)c3)c(=O)[nH]2)CC1,1,9
Nc1nnc(N2CCCCC2)s1,-3,-6
CN1C(=O)CS(=O)c2ccc(C(=O)NCCC3=CCCCC3)cc21 (stereo unspecified),-4,-14
Cc1ccc(-n2nnc3c(=O)n(CC(=O)N4CCC(C)CC4)cnc32)cc1,0,4
COC(=O)c1ccc(CSc2nc3ccccc3c(=O)n2Cc2ccco2)o1,-1,8

The results go on.
structure,S aureus QS inh,S aureus QS inh GFP MFI %
O=C(CN1C(=O)c2ccccc2S1(=O)=O)NC1CCCCCC1,-3,-5
CCOc1ccc(OC(=O)c2cccnc2)cc1,0,-9
Cc1[nH]nc2c1C1(C(=O)N(Cc3ccc(Cl)cc3)c3ccccc31)C(C#N)=C(N)O2 (stereo unspecified),1,30
COc1ccc2cc(C(=O)N3CCCCCC3)sc(=O)c2c1OC,2,8
COc1ccc(C(=O)NCc2nnc(SCC(=O)Nc3cc(C)cc(C)c3)o2)cc1OC,4,14
COC(=O)CC[C@@H](C(=O)O)N1C(=O)c2ccccc2C1=O,2,6
CC1CCCCN1CCNC(=O)CC1Oc2ccccc2NC1=O (stereo unspecified),4,13
CC(C)CNS(=O)(=O)c1ccc(CCC(=O)N2CCOCC2)cc1,1,9
CC1CCN(C(=O)CSCC(=O)Nc2nc(-c3cccs3)cs2)CC1,-3,4
CCOC(=O)c1cc2c(=O)n3ccccc3nc2n(C(C)C)c1=NC(=O)c1ccncc1,-5,-7

Other entries
structure,S aureus QS inh,S aureus QS inh GFP MFI %
CC[N+](CC)(CCO)CCCN1C(=O)C2CC=C(Cl)CC2C1=O (stereo unspecified),-1,2
COC(=O)CCC(NC(=O)OCc1ccccc1)C(=O)NC(CC(C)C)C(=O)OC (stereo unspecified),-2,-4
COc1ccc(N(CC(=O)Nc2cccc(OC)c2)S(=O)(=O)c2c(C)nn(C)c2C)cc1,0,26
COCCN1Cc2cccc(C(=O)Nc3cccc(OC)c3)c2C1=O,1,4
O=C(NCc1ccco1)C1Cc2ccccc2CN1S(=O)(=O)c1ccccc1F (stereo unspecified),0,3
Cc1cc2oc(=O)cc(C)c2cc1NC(=O)CCC(=O)O,-1,-6
Cc1cccc2sc(NC(=O)CN(C)S(=O)(=O)c3ccc(Br)s3)nc12,46,56
O=C1C/C(=C/NCc2ccccc2)C(=O)N1,-4,-3
Cn1cnc(S(=O)(=O)NCc2cccs2)c1,-1,7
O=C(O)C1C2C=CC3(CN(Cc4ccco4)C(=O)C13)O2 (stereo unspecified),15,27

More entries:
structure,S aureus QS inh,S aureus QS inh GFP MFI %
COC(=O)CN1C(=O)C(O)(CC(=O)c2ccc(Br)cc2)c2ccccc21 (stereo unspecified),-5,-8
O=C(O)C1CCCCC1C(=O)N1CC=C(c2ccccc2)CC1 (stereo unspecified),1,-5
CCOc1ccc(NS(=O)(=O)c2ccc3[nH]c(=O)oc3c2)cc1,-5,-5
CCc1ccc(S(=O)(=O)NCc2cn3ccsc3n2)s1,1,-5
CCCN(CCC)CCNC(=O)C1CCN(Cc2nc(-c3ccc(Cl)cc3)oc2C)CC1,-2,-6
O=C(c1cnc2ccccn2c1=O)N1CCc2ccccc21,-6,-4
CCN(c1cccc(C)c1)S(=O)(=O)c1ccc2c(c1)CCN2C(C)=O,-2,-10
Cn1c(=O)cc(OCCCC(=O)Nc2ccccn2)c2ccccc21,-6,-28
O=C(Nc1ccc(S(=O)(=O)Nc2ccc(Cl)cc2)cc1)C1CCCO1 (stereo unspecified),1,11
CCC(=O)N1CCc2cc(S(=O)(=O)CCC(=O)Nc3ccc(C)c(F)c3)ccc21,-3,-43

Next structures.
structure,S aureus QS inh,S aureus QS inh GFP MFI %
Cc1ccc(-c2nc(CS(=O)CC(=O)NC3CCCC3)c(C)o2)cc1 (stereo unspecified),0,10
CC(C)(C)OC(=O)NCCc1nnc(SCC(=O)c2ccc(Cl)cc2)o1,0,7
Cc1cc(SCC(=O)c2ccccc2)n2nc(C)nc2n1,2,1
CCOC(=O)N1CCC(NC(=O)C2CCN(S(=O)(=O)c3cnc[nH]3)CC2)CC1,-11,-13
CCC(=O)N1CCc2cc(S(=O)(=O)CCC(=O)NCCC3=CCCCC3)ccc21,-4,-4
CCOC(=O)C1=C(O)CCn2c1nc1ccccc12,1,2
CCOC(=O)C1CCN(C(=O)CCNC(=O)c2cc(OC)c(OC)c(OC)c2)CC1,-2,-87
COC(=O)c1ccccc1NC(=O)CSc1nc2c(c(=O)n(C)c(=O)n2C)n1C,0,-2
Cc1cccc(N2CCN(C(=O)CCNC(=O)Cn3ccc4ccccc4c3=O)CC2)c1C,-2,-7
COc1ccc(NC(=O)N(Cc2cccnc2)Cc2ccccc2Cl)c(OC)c1,-4,-18

Next part
structure,S aureus QS inh,S aureus QS inh GFP MFI %
N#Cc1cnn(Cc2ccc(Cl)cc2)c1N,-3,-12
CC(C)C(=O)N(c1ccc2oc(=O)sc2c1)S(=O)(=O)c1cccs1,-4,-14
CN(C)S(=O)(=O)c1ccc2c(c1)c(=O)c(C(=O)N1CCOCC1)cn2C,-3,-2
COc1ccccc1-c1noc(-c2cccnc2)n1,0,1
CCOC(=O)c1ccc(N2C(=O)CC(Sc3nnc(C)s3)C2=O)cc1 (stereo unspecified),-1,-13
CCOc1ccccc1C(=O)NCCCn1ccnc1,-1,22
Cc1ccc(S(=O)(=O)N2CCN(C(=O)N3CCOCC3)C2c2ccc(N(C)C)cc2)cc1 (stereo unspecified),-1,-9
O=C(CN1CCC2(CC1)OCCO2)c1ccc2cc[nH]c2c1,2,17
O=C(CSc1nc2ccc(Cl)cc2[nH]1)NCc1ccco1,-1,-4
CCOC(=O)C1=C(C)N(C)C(=O)NC1c1cccc(O)c1 (stereo unspecified),0,0

Other structures
structure,S aureus QS inh,S aureus QS inh GFP MFI %
COc1cc(C2C(C#N)=C(N)Oc3cc(C)oc(=O)c32)ccc1OC(=O)N1CCOCC1 (stereo unspecified),0,-45
Cn1c(C(=O)NCCc2c[nH]c3ccccc23)cc2sccc21,-13,-13
Clc1cccc(-c2nnc3sc(-c4ccccc4)nn23)c1,2,10
O=C(c1cnc2n(c1=O)CCS2)N(C1CCCCC1)C1CCCCC1,-2,-12
CCN1CCN(C(c2cccs2)C(C)NC(=O)c2cccc(OC)c2OC)CC1 (stereo unspecified),0,2
Cc1nc2ccccn2c1/C(O)=C1\C(=O)C(=O)N(CCN2CCOCC2)C1c1cccs1 (stereo unspecified),0,3
Cc1nnc2n(-c3ccc(Cl)cc3)c(=O)c3c4c(sc3n12)CN(C)CC4,3,9
O=C1NCCN1Cc1cccc(Cl)c1,1,17
CCc1ccccc1N(C)C(=O)CCc1nc(-c2ccc(C)cc2)no1,5,14
O=C(NCc1ccco1)c1c[nH]c2ccc(S(=O)(=O)N3CCOCC3)cc2c1=O,-3,-7

Molecules listed so far that have fluorine (two):
structure,S aureus QS inh,S aureus QS inh GFP MFI %
O=C(NCc1ccco1)C1Cc2ccccc2CN1S(=O)(=O)c1ccccc1F (stereo unspecified),0,3
CCC(=O)N1CCc2cc(S(=O)(=O)CCC(=O)Nc3ccc(C)c(F)c3)ccc21,-3,-43

Next section:
structure,S aureus QS inh,S aureus QS inh GFP MFI %
O=C(NCc1ccco1)C1CCCCN1S(=O)(=O)c1ccc(F)cc1 (stereo unspecified),-3,-9
COCCNC(=O)c1ccc(N2CCCCC2)c(NS(=O)(=O)c2ccc(C)cc2)c1,0,11
O=C(NC1CCN(Cc2ccccc2)CC1)C1CCN(S(=O)(=O)c2cccc3nsnc23)CC1,-2,-8
COc1ccc(NC(=O)CSc2nccn2-c2cccc(OC)c2)cc1,3,5
C=CC(=C)CC(NC)c1ccccc1 (stereo unspecified),13,20
COCCn1cc(C(=O)N2CCCC(C)C2)c2c3ccccc3n(C)c2c1=O (stereo unspecified),-4,-5
O=C(Cn1nc(Cc2cccnc2)c2ccccc2c1=O)NCCCN1CCCC1=O,-20,-74
Cc1cc(C)n(S(=O)(=O)c2cc(Cl)ccc2Cl)n1,-1,-20
CC(=O)c1c(C)nn(C(=O)c2cccs2)c1C,4,10
O=C(c1cnn2c(C(F)F)cc(-c3ccccc3)nc12)N1CCN2CCCC2C1 (stereo unspecified),1,8

Further compounds follow:
structure,S aureus QS inh,S aureus QS inh GFP MFI %
CC(NCCc1ccc(O)cc1)C(O)c1ccc(O)cc1 (stereo unspecified),-1,-13
Cn1c(C(=O)N2CCN(c3ccc(Cl)cc3)CC2)cc2c(=O)n(C)c3ccccc3c21,-3,-14
Cc1cccc(-n2ccnc2SCC(=O)Nc2nccs2)c1C,-1,19
CCOc1ccccc1C(=O)N1CCN=C1SCc1cccnc1,-1,6
CCNS(=O)(=O)c1c(C)cc(N2CCCC2=O)cc1C,0,8
Cc1cc(N2C(=O)C3C4C=CC(C4)C3C2=O)ccc1Br (stereo unspecified),0,21
COC(=O)c1ccc2nc(C(F)(F)F)[nH]c2c1,1,10
Cc1cc(NC(=O)C2CCCCC2)nc2c1c(=O)oc1ccccc12,-4,2
O=C(Nc1cccc2ccccc12)N1CCN(c2ccccc2)CC1,-3,-14
COCCNC(=O)C(c1ccncc1)N(C(=O)Cn1nnc2ccccc21)c1ccc(OC)cc1 (stereo unspecified),-1,-9

Later entries.
structure,S aureus QS inh,S aureus QS inh GFP MFI %
Cc1sc2ncnc(OCC(=O)N3CCN(S(=O)(=O)c4ccccc4)CC3)c2c1C,1,-4
CCOC(=O)c1sc2nc(CC(=O)OC)nc(NCC(=O)OC)c2c1C,1,2
CCOC(=O)c1sc(=S)n(-c2ccccc2OC)c1N,3,21
COC(=O)CCCCCc1ccc(C(C)=O)s1,0,0
Cc1cc2occ(CC(=O)OCC(=O)Nc3sc4c(c3C#N)CCC(C)C4)c2cc1C (stereo unspecified),1,7
Cc1ccc(S(=O)(=O)n2nc(OC(=O)c3c(-c4ccccc4Cl)noc3C)cc2N)cc1,0,6
c1ccc(CSCc2cn3ccsc3n2)cc1,-1,-4
COc1ccc(NC(=O)CS(=O)CC(=O)Nc2cc(Cl)ccc2OC)cc1 (stereo unspecified),1,-8
O=C(NCc1ccc2c(c1)OCO2)c1cccc2c1C(=O)N(C1CCCCC1)C2,3,8
Cn1c(C(=O)NCCN2CCOCC2)cc2sccc21,1,-1

The list goes on:
structure,S aureus QS inh,S aureus QS inh GFP MFI %
C=CCc1ccccc1OCC(O)CN1CCN(c2ccc(C)cc2)CC1 (stereo unspecified),0,-6
Cc1ccc(NC(=O)CC2C(=O)NC3CCCCC3N2C(=O)c2ccc(F)cc2)cc1C (stereo unspecified),0,-1
COc1ccccc1CNC(=O)CN(c1ccc(C)cc1)S(=O)(=O)c1c(C)n[nH]c1C,2,2
COCCOC(=O)c1[nH]c2c(c1C)C(=O)CC(c1cc(OC)ccc1OC)C2 (stereo unspecified),2,-16
CC(=O)N1CCCc2cc(S(=O)(=O)N3CCc4ccccc4C3)ccc21,3,7
Cc1ccc(-c2nc(CS(=O)(=O)CC(=O)N3CC(C)CC(C)C3)c(C)o2)cc1 (stereo unspecified),12,32
Cc1ccc(N2CCN(c3ccc(C)cc3)C2c2ccccn2)cc1,-2,-8
O=C(Nc1ccc(N2CCOCC2)cc1)c1cccc(S(=O)(=O)N2CCCC2)c1,0,-3
Cc1cc(NC(=O)C2CCCC2)nc2c1c(=O)oc1ccccc12,54*,54*
COc1cccc(C(=O)Nc2cccc(C(=O)N3CCOCC3)c2)c1,-1,-1

Shown with two lines to a compound: part of the list above.
Below each SMILES – S aureus QS inh | S aureus QS inh GFP MFI %
Cc1ccc(NC(=O)CC2C(=O)NC3CCCCC3N2C(=O)c2ccc(F)cc2)cc1C (stereo unspecified)
 : 0 | -1
COc1ccccc1CNC(=O)CN(c1ccc(C)cc1)S(=O)(=O)c1c(C)n[nH]c1C
 : 2 | 2
COCCOC(=O)c1[nH]c2c(c1C)C(=O)CC(c1cc(OC)ccc1OC)C2 (stereo unspecified)
 : 2 | -16
CC(=O)N1CCCc2cc(S(=O)(=O)N3CCc4ccccc4C3)ccc21
 : 3 | 7
Cc1ccc(-c2nc(CS(=O)(=O)CC(=O)N3CC(C)CC(C)C3)c(C)o2)cc1 (stereo unspecified)
 : 12 | 32
Cc1ccc(N2CCN(c3ccc(C)cc3)C2c2ccccn2)cc1
 : -2 | -8
O=C(Nc1ccc(N2CCOCC2)cc1)c1cccc(S(=O)(=O)N2CCCC2)c1
 : 0 | -3

The list continues.
structure,S aureus QS inh,S aureus QS inh GFP MFI %
CCCCCC(=O)Nc1ccc(Cl)cn1,-1,3
CCOC(=O)C1CCCN(C(=O)CN2C(=O)C(CC)Oc3ccc(C)cc32)C1 (stereo unspecified),-1,6
O=C(NCc1ccco1)c1ccc(CS(=O)(=O)Cc2ccc(Cl)cc2)o1,1,-31
CCOC(=O)C1CCCN(CCC(C)c2ccccc2)C1 (stereo unspecified),0,-1
COc1ccc(Br)cc1CNC(=O)CCc1nc(-c2ccc(C)cc2)no1,1,3
CCCOC(=O)Nc1sc2c(c1C(=O)OCC)CCC2,-2,4
CCOC(=O)c1sc(NC(=O)CSc2nnc3c4ccccc4n(CC)c3n2)nc1C,-1,-6
CC(C)C[C@H]1C(=O)N2CCC[C@H]2[C@]2(O)O[C@](NC(=O)[C@@H]3C=C4c5cccc6[nH]c(Br)c(c56)CC4N(C)C3)(C(C)C)C(=O)N12 (stereo partly specified),0,3
COc1ccc(OC)c(C2N(c3ccccn3)C(=O)C3CCCN32)c1 (stereo unspecified),-2,-7
O=C(CSc1oc(-c2ccc(F)cc2)nc1S(=O)(=O)c1ccc(F)cc1)NCC1CCCO1 (stereo unspecified),0,9
O=S(=O)(NCc1ccccn1)c1ccc2c(c1)OCCO2,4,6
